AID2073: inhibitors of Mint1-CaV2.2 protein interaction, biochemical, HTRF (AID 2073) | HTRF protein-protein interaction, Mint1-CaV2.2; higher % means a stronger effect | inhibition, % at 20 µM, or IC50 in µM where a hit was titrated | hit rate 0.19% among 290,000; in the data active = inhibition mostly above about 51%, no sharp cut-off; inconclusive = no clear call, values can overlap the other calls; inactive = mostly below about 53%; note: some results filed as inactive read as strong as hits
K1F lysis inhibition: protection from phage-mediated lysis, alamar blue read-out – E. coli UTI89, K1F phage, bacterial capsule biogenesis inhibitors (AID 488966); E. coli UTI89 K1F phage lysis, alamar blue, 2 h; higher % means a stronger effect; hit rate 0.02% among 340,000; one-dose inhibition, % at 100 µM; IC50 in µM for titrated hits;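 active = phage lysis inhibition, versus mean bacterial control, above a set limit; inconclusive = no clear call, values can overlap the other calls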;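 note: capsule biogenesis inhibitors block K1F phage lysis so surviving cells raise fluorescence; higher fluorescence means more inhibition of phage lysis; actives were called in the ten point dose series up to 300 µM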
NS5 inhibitors: flavivirus cap methylation enzyme inhibition – biochemical, confirmation dose response, primary screen (AID 588689) | Dengue-2 NS5 methyltransferase capping enzyme assay, biochemical; higher % means a stronger effect | hit rate 0.3% among 340,000 | inhibition, % at 25 µM, or IC50 in µM where a hit was titrated; in the data active = a potency from the dose series; inconclusive = inhibition above about 29% without an active follow-up result
GPR55 LPI antagonism: GPR55 antagonists blocking LPI-driven arrestin recruitment, primary screen, imaging, U2OS, beta-arrestin-GFP, LPI agonist (AID 2013) | U2OS GPR55 beta-arrestin-GFP translocation imaging, LPI antagonism; higher % means a stronger effect | one-dose inhibition, % at 10 µM; IC50 in µM for titrated hits | hit rate 0.13% among 290,000;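 active = spots per cell inhibited over 60%, with over 100 cells counted and total cytoplasm intensity under 500,000; inconclusive = wells with under 100 cells, flagged as likely toxic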;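 note: U2OS cells stably carrying GPR55 and arrestin-GFP stimulated by 5 µM LPI near EC80; imaged beta-arrestin-GFP aggregate spots per cell after agonist stimulation; plate controls were LPI-stimulated DMSO wells for no effect and DMSO wells without LPI for full effect; some results filed as inactive read as strong as hits; confirmed hits need IC50 under 10 µM and bright autofluorescent wells are also inconclusive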
GPR35 antagonists: GPR35 antagonists blocking zaprinast-driven arrestin recruitment, primary screen, imaging, U2OS, beta-arrestin-GFP, zaprinast agonist (AID 2058); hit rate 0.052% among 290,000; inhibition, % at 10 µM; hits with a dose series show IC50 in µM; U2OS GPR35 beta-arrestin-GFP translocation imaging, zaprinast antagonism; higher % means a stronger effect;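 active = inhibition of at least 50% with at least 30 cells and total cytoplasm GFP at most 10,000,000; inconclusive = under 30 cells or total GFP of 10,000,000 plus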
GPR55 beta-arrestin: selective activators of receptor GPR55 – imaging, U2OS cells, beta-arrestin-GFP redistribution, primary screen (AID 1961); U2OS GPR55 beta-arrestin-GFP redistribution imaging; higher % means a stronger effect; one-dose activation, % at 10 µM; EC50 in µM for titrated hits; hit rate 0.048% among 290,000;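 active = activation above 40% with more than 50 cells counted in the well; inconclusive = wells holding fewer than 50 cells, flagged as toxic or sparse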;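 note: U2OS osteosarcoma cells stably expressing GPR55 and beta-arrestin-GFP; plate controls were DMSO negative control for no effect and LPI positive control for full effect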
Siah-1 displacement: Siah-1 peptide-binding antagonists, primary screen, biochemical, fluorescence polarization, rhodamine-plectin, uHTS (AID 1817). Siah-1 / rhodamine-plectin peptide fluorescence polarization; higher % means a stronger effect. displacement, % at 20 µM, or IC50 in µM where a hit was titrated. hit rate 0.02% among 290,000;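 active = displacement of at least 50% at 20 µM, with a fluorescence ratio check between 0.3 and a set limit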;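 note: plate controls were Siah plus tracer with DMSO for no effect and tracer alone without Siah for full effect; strong numbers were not always called active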
NTR1 ag: agonists of NTR1, primary screen, imaging, U2OS cells, beta-arrestin-GFP, high content (AID 493036) | NTR1-U2OS beta-arrestin-GFP spot imaging, agonist mode | hit rate 0.17% among 330,000 | P30989 | activation, % at 20 µM;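 active = activation at or above 40% of the spot to cytoplasm intensity ratio, with at least 20 cells analyzed; inconclusive = wells under 20 cells, flagged as cytotoxic or low count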;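 note: 0% = DMSO without peptide and 100% = 100 nM NTR1 peptide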
Target sequence (P30989 whole entry, looked up): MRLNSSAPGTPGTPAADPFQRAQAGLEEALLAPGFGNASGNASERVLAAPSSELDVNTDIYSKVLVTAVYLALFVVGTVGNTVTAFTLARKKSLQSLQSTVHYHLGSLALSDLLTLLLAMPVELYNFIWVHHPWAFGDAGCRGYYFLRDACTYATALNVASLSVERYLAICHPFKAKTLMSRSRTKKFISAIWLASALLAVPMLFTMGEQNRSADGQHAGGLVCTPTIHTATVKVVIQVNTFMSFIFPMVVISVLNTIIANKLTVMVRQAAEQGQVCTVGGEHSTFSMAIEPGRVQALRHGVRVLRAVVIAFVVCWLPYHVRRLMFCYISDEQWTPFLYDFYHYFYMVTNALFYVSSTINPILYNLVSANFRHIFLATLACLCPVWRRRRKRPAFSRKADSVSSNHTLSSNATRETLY
HIV fusion peptide: inhibitors of HIV fusion peptide binding, primary screen, biochemical, uHTS, fluorescence dequenching (AID 1986). inhibition, % at 20 µM, or IC50 in µM where a hit was titrated. hit rate 0.3% among 290,000. cell-free peptide binding, fluorescence dequenching, 30 min; higher % means a stronger effect; in the data active = inhibition mostly above about 52%, no sharp cut-off; inactive = mostly below about 76%; note: some results filed as inactive read as strong as hits
NTR1 ag cell count 20 µM: recorded beside NTR1 ag, whose call it bears; cell count; measured here: cell count, cytotoxicity flag
An asterisk follows results filed as active; ? = inconclusive; / = no result given; [ ] = dose if it differs, or a comment.

Preview:
molecule | GPR35 antagonists | K1F lysis inhibition | Siah-1 displacement | GPR55 beta-arrestin | NTR1 ag cell count 20 µM | NTR1 ag | GPR55 LPI antagonism | AID2073 | HIV fusion peptide | NS5 inhibitors
CCN(CC)c1ccc(/C=N/N2CCN(Cc3ccc(Cl)cc3)CC2)c(O)c1 | 7% | 0.2% | 7% | -0.1% | 53 | 2.9 | -10% | -15% | -1.6% | 5%
CC(NC(=O)CN1CCc2ccccc21)c1ccccc1 (configuration not stated) | -3% | 1.1%[50 µM] | 6% | -0.2% | 41 | -0.3 | 2% | -2% | 3.0% | -3%

The listing, repeating the preview:
molecule | GPR35 antagonists | K1F lysis inhibition | Siah-1 displacement | GPR55 beta-arrestin | NTR1 ag cell count 20 µM | NTR1 ag | GPR55 LPI antagonism | AID2073 | HIV fusion peptide | NS5 inhibitors
CCN(CC)c1ccc(/C=N/N2CCN(Cc3ccc(Cl)cc3)CC2)c(O)c1 | 7% | 0.2% | 7% | -0.1% | 53 | 2.9 | -10% | -15% | -1.6% | 5%
CC(NC(=O)CN1CCc2ccccc21)c1ccccc1 (configuration not stated) | -3% | 1.1%[50 µM] | 6% | -0.2% | 41 | -0.3 | 2% | -2% | 3.0% | -3%
O=C(N/N=C/C1CC2CCC1C2)c1ccc2c(c1)OCO2 (configuration not stated) | 2% | 0.7%[50 µM] | -5% | -0.3% | 78 | 6.6 | 1% | 0% | -2.5% | 2%
Cc1cc(NC(=O)CSc2nc(-c3ccccc3)c(C#N)c(=O)[nH]2)no1 | 16% | -0.5% | -1% | -0.1% | 72 | -0.6 | 7% | 23% | 0.1% | 4%
O=S(=O)(Nc1ccncc1Cl)c1cccc(Cl)c1Cl | -2% | 0.0% | -2% | -0.2% | 63 | 0.4 | 5% | 7% | 2.0% | -4%
CC(C)(C)c1ccc(CSc2nc(N)cc(=O)[nH]2)cc1 | -18% | 0.0% | 8% | 0.4% | 75 | 1.8 | -6% | 19% | -1.1% | -7%
CCCn1c(=O)c2ccccc2n2c(SCC(=O)c3cc(C)n(CCOC)c3C)nnc12 | -11% | 0.1% | 0% | -0.3% | / | / | -14% | -2% | 0.4% | -4%
N#CC1(NC(=O)Cn2cc(C(F)(F)F)cc(Cl)c2=O)CCCCC1 | 1% | 0.3% | 7% | 0.6% | 57 | 0.8 | -1% | 2% | 0.5% | -10%
CC1=NNC(=O)C1CC(=O)N/N=C/c1ccncc1 (configuration not stated) | -11% | 0.1% | 1% | -0.3% | 49 | -0.5 | 4% | 1% | -1.5% | 2%
CCOC(=O)N1CCN(C(=O)CCCCn2c(=S)[nH]c3ccsc3c2=O)CC1 | 15% | -0.3% | 5% | 0.2% | 54 | 0.2 | 3% | -16% | -2.4% | 13%
COc1ccc(NS(=O)(=O)c2ccc(NS(=O)(=O)c3cccc(C(=O)O)c3)cc2)cc1 | 4% | -0.4% | 3% | -0.1% | 54 | -1.5 | 4% | 9% | 9.0% | 0%
Cc1ccccc1-c1noc(C2CCCCC2)n1 | 1% | 0.2% | -2% | 0.2% | 71 | 2.0 | -35% | 4% | -2.6% | -3%
CCCCN(CCCC)CCNC(=O)c1cn(CC)c2ccc(S(=O)(=O)N3CCc4ccccc4C3)cc2c1=O | 2% | -0.2% | -1% | -0.2% | 54 | 13 | 2% | 6% | -0.3% | 22%
O=C(NC(=S)Nc1ccc2oc(=O)ccc2c1)c1ccc(-c2cccc(Cl)c2Cl)o1 | 1% | / | 8% | -0.3% | 64 | 6.3 | -1% | -4% | 1.6% | /
O=C(NCc1ccco1)c1cc2ccccc2c(=O)o1 | 7% | 0.2% | -4% | -0.1% | 50 | 3.5 | 11% | 6% | -1.2% | -2%
COc1cc(OC)cc(C(=O)N[C@H](C(=O)NC23CC4CC(CC(C4)C2)C3)C(C)C)c1 | -3% | 1.4% | 3% | 0.0% | 80 | 3.2 | 0% | 5% | 0.0% | -7%
Cc1ccc(S(=O)(=O)N(C)c2ccccc2C(=O)N2CCOCC2)cc1 | -12% | -0.1% | 3% | 0.0% | 60 | 1.4 | 7% | 7% | -1.0% | 2%
COc1ccc(OCC(=O)Nc2ccc(N3CCOCC3)cc2)c([N+](=O)[O-])c1 | -7% | 1.0% | 1% | 0.1% | 49 | 0.6 | 11% | -10% | -2.7% | -1%
CC(=O)NCCC1CCN(C(=O)c2cc(COc3ccc(C)nc3)on2)CC1 | -7% | 1.1% | 6% | -0.1% | 67 | -0.7 | 18% | 4% | 3.3% | -3%
Cn1ccnc1SCC(=O)NC1CC1 | 7% | 4.1%[50 µM] | -3% | -0.1% | 68 | -1.7 | -8% | 6% | 0.0% | -12%
c1ccc(OCc2nc(-c3ccncc3)no2)cc1 | 18% | 0.0% | -5% | -0.1% | 61 | 1.0 | 2% | 4% | -1.9% | -1%
O=C(C1=C(O)/C(=C/c2ccc(O)cc2)CCC1)C(F)(F)F | 2% | ? | 7% | -0.1% | 49 | 3.8 | 3% | -4% | 3.3% | -4%
Cc1csc(NC(=O)CSc2ncnc3ccccc23)n1 | 1% | 0.1% | 5% | -0.1% | 68 | -0.6 | 5% | 7% | 1.8% | -9%
CC(=O)Nc1nc(-c2ccc3c(c2)CC(C)N3C(=O)C2CC2)c(C)s1 (configuration not stated) | -10% | 0.0% | -1% | -0.1% | 52 | -0.8 | 0% | 0% | 3.4% | -7%
Cc1ccc(S(=O)(=O)N2CCCOC2)cc1 | 12% | 2.6% | -2% | 0.0% | 46 | 2.5 | -6% | -4% | 0.8% | 4%

Continued.
molecule | GPR35 antagonists | K1F lysis inhibition | Siah-1 displacement | GPR55 beta-arrestin | NTR1 ag cell count 20 µM | NTR1 ag | GPR55 LPI antagonism | AID2073 | HIV fusion peptide | NS5 inhibitors
Cn1nnnc1SCC(=O)Nc1ccccc1N1CCOCC1 | 0% | 1.0% | -1% | -0.2% | 67 | -1.0 | 1% | -7% | 0.7% | -3%
Cc1cc(C)cc(NC(=O)Cn2nnc(C(=O)NCc3ccc(F)cc3)c2N)c1 | 0% | 1.4% | -3% | -0.3% | 69 | 2.6 | -12% | 20% | 4.0% | 2%
Cc1ccc(C)c(OCCNc2ccc([N+](=O)[O-])cn2)c1 | 2% | 0.1% | 10% | -0.1% | 118 | 0.1 | -2% | 12% | -0.7% | -8%
OCc1cc(Br)ccc1OCc1nc2ccccc2s1 | 12% | -0.5% | 0% | -0.4% | 58 | 1.8 | 7% | 6% | -1.4% | -1%
Cc1[nH]n(-c2ccccc2)c(=O)c1-c1ccccc1 | 6% | 0.4% | 4% | -0.2% | 36 | 0.5 | -1% | 2% | 2.3% | 9%
CCN(CC)c1ccc(/C=N/N(c2ccccc2)c2ccccc2)c(O)c1 | 3% | 1.8%[50 µM] | -4% | 0.2% | 66 | 0.4 | 6% | 3% | -3.4% | -6%
CN(Cc1ccccc1)C(=O)CN(C)S(=O)(=O)c1ccc(F)cc1 | 5% | 0.5% | -1% | 0.0% | 83 | -1.0 | 9% | 4% | 0.8% | -6%
NC(=O)c1c(NC(=O)CN2CCOCC2)sc2c1CCC2 | 8% | 0.1% | -4% | 0.1% | 66 | 0.0 | 12% | -1% | -2.5% | -15%
COc1ccc(NC(=O)CSc2nccn2Cc2ccco2)cc1 | 6% | 0.8% | 1% | 0.3% | 58 | 0.6 | -3% | 8% | -2.7% | -1%
Cc1ccc2c(c1)C1OCCC1C1N2C(=O)C2C(C(=O)O)C3C=CC21O3 (configuration not stated) | 0% | 0.4% | 0% | -0.1% | 43 | 1.9 | 1% | 3% | 1.0% | -1%
Nc1ccc(Oc2ccc(F)cc2)nc1 | -8% | 0.4% | 19% | -0.2% | 54 | 2.2 | 5% | 10% | 96% | -13%
CCOC(=O)c1cnc2c(C)c(-c3ccccc3)[nH]n2c1=O | 0% | 0.4% | 2% | -0.1% | 49 | 1.2 | 8% | 3% | -0.6% | 2%
CN(CC(=O)Nc1cccc(F)c1)C(=O)/C=C/c1ccc2ccccc2n1 | 9% | 0.0% | -2% | -0.1% | 65 | 1.1 | 13% | 17% | 1.4% | -3%
Cc1cc(N2CCOCC2)ncc1[N+](=O)[O-] | 12% | 0.1% | 2% | 0.2% | 79 | -0.6 | 17% | -13% | 0.3% | -1%
CCCCS(=O)(=O)/C=C\C1C2C=CC(C2)C1S(=O)(=O)CCCC (configuration not stated) | -6% | 0.7% | -7% | -1.0% | 42 | -0.6 | -2% | -2% | 0.2% | -3%
C/C(=N/NC(=O)Cc1cc(=O)[nH][nH]1)c1ccc([N+](=O)[O-])cc1 | -4% | 0.1% | -16% | ? | 78 | -0.4 | 6% | 7% | 12% | -7%
CCN(CC)S(=O)(=O)c1ccc(N2CCN(C)CC2)c(NC(=O)c2cc(=O)c3ccccc3o2)c1 | 16% | 0.3% | -5% | -0.1% | 52 | -0.9 | 2% | 8% | -2.6% | -2%
COc1ccc(C(NC=O)c2cc(OC)c(OC)cc2Br)cc1OC (configuration not stated) | -10% | -0.2% | 0% | -0.5% | 63 | -1.3 | 10% | -8% | -1.6% | 0%
CCc1cc2c(=O)n(Cc3ccccc3)c(SC3CCOC3=O)nc2s1 (configuration not stated) | -4% | 0.4% | 2% | 1.3% | 60 | 2.7 | 4% | 2% | -2.2% | -2%
CCN(CC)C(=O)CSC1=N/C(=C/c2ccco2)C(=O)N1c1ccc(OC)c(Cl)c1 | -7% | 1.4%[50 µM] | -3% | -0.1% | 51 | 4.0 | 19% | 0% | 22% | -7%
CCCCC1S/C(=N/N=C/c2cccs2)NC1=O (configuration not stated) | -2% | 3.7% | 4% | -0.2% | 62 | -0.7 | 5% | 7% | 1.2% | 1%
Cc1ccc(CSc2nnc(C(F)(F)F)n2Cc2ccc(F)cc2)cc1 | 6% | 0.7% | 4% | -0.1% | 71 | 3.6 | 9% | 1% | 1.7% | -8%
CCOC(=O)C(=O)C1=C(N2CCOCC2)/C(=C\c2cccc([N+](=O)[O-])c2)CC1 | -5% | 1.5% | 7% | ? | 53 | -1.6 | -8% | 14% | 24% | 1%
